Rat MKP-3 inhibitors = MKP-3 phosphatase inhibitors, primary screen, biochemical, rat enzyme, in vitro (AID 425); recombinant MKP-3 phosphatase activity, fluorescence; higher % means a stronger effect; actives 0.17% (n = 110,000); inhibition, % at 20 µM; hits with a dose series show IC50 in µM; in the data active = inhibition above about 50%;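 also: plate controls were vehicle for no effect and reference inhibitor for full effect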
Hsp70 inhibitors = small molecules displacing fluorescent ligand from Hsp70 – biochemical, fluorescence polarization, primary screen (AID 583); actives 0.06% (n = 140,000); Hsp70 fluorescence polarization probe displacement, mP; higher % means a stronger effect; one-dose displacement, % at 20 µM; IC50 in µM for titrated hits; in the data active = displacement above about 50%;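 also: plate controls were vehicle for no effect and reference ligand for full effect; a part of the inactive calls stands beside numbers as strong as those of hits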
The depositor's hits bear a star; . = not tested or not shown; & = joins results of further samples.

Results follow in this order: Rat MKP-3 inhibitors	Hsp70 inhibitors
- CCOC(=O)C1=NNC2C(=O)N(c3ccc(C)cc3C)C(=O)C12 (stereo not given)
    -1%	5.1%
- NC(=O)C1CCN(c2ncnc3c(-c4ccccc4)nsc23)CC1
    -2%	-4.0%
- CCOc1ccc(NC(=O)c2ccc3ccccc3n2)cc1
    -3%	1.7%
- Cc1nccn1CC(O)Cn1c2ccccc2c2ccccc21 (stereo not given)
    .	2.1%
- N#Cc1c(SCc2nc3ccccc3[nH]2)nc2c(c1C(F)(F)F)CCC2
    .	1.2%
- CCOC(=O)/C(C#N)=C\c1ccc(-c2ccc(Cl)cc2)o1
    -1%	4.7%
- Cc1sc2ncnc(N3CCCCCC3)c2c1C
    1%	5.6%
- COc1cc(NC(=O)Cc2ccc(Cl)cc2)ccc1NC(=O)c1ccco1
    -2%	1.0%
- O=C(N/N=C/c1ccco1)c1cc(-c2cccc([N+](=O)[O-])c2)n[nH]1
    2%	-8.8%
- Cn1cc(/C=C2/SC(=S)N(c3ccccc3)C2=O)c2ccccc21
    4%	4.6%
- CCCCOC(=O)c1ccc(NC(=O)c2cc(Cl)ccc2[N+](=O)[O-])cc1
    4%	-0.8%
- Cc1ccc(C(C(=O)NCc2ccco2)N(CC2CCCO2)C(=O)Cn2nnc3ccccc32)cc1 (stereo not given)
    -3%	6.9%
- COc1ccc(Br)cc1/C=C/C(=O)c1ccc(Cl)cc1
    5%	-3.0%
- c1ccc(-n2ncc3c2ncn2cnnc32)cc1
    0%	6.0%
- CCC/C(O)=C1\C(=O)CC(C)(C)CC1=Nc1ccccc1OC
    -14%	-0.4%
- CNC(=S)NN(c1ccccc1)c1ccccc1
    .	4.8%
- Cc1ccc(SCC(=O)N2CCCC2)cc1
    1%	0.0%
- O=C(c1ccccc1O)N(Cc1ccccc1)c1ccccn1
    2%	3.2%
- COc1cc(OC)c(OC)cc1/C=C/c1cc(C(F)(F)F)[nH]c(=O)n1
    5%	0.4%
- O=C(Cc1cccs1)Nc1nc(-c2ccccc2)cs1
    -12%	1.8%
- Cc1cc2nn(-c3ccccc3)nc2cc1NC(=O)c1ccc(Br)cc1
    -4%	-0.6%
- Cc1cccc(OCCn2cc(/C=C3/SC(=S)N(C)C3=O)c3ccccc32)c1
    4%	-6.2%
- Cc1c(OCC(=O)OCc2ccccc2)ccc2c3c(c(=O)oc12)CCCC3
    2%	1.4%
- O=c1cc[nH]c2cccc(Cc3ccccc3)c12
    -5%	0.1%
- O=C(Cc1c(O)c2ccccc2[nH]c1=O)OC1CCCCC1
    -14%	-3.3%
- Cc1nc2nc(-c3cccs3)cn2nc1C
    -8%	56%
- CCOc1ccccc1NS(=O)(=O)c1c(C)noc1C
    0%	0.2%
- CCn1c(O)c(C=NCCN2CCOCC2)sc1=S
    -3%	-4.8%
- Cc1cc(N2C(=O)c3ccc(S(=O)(=O)c4ccc(C(=O)O)cc4)cc3C2=O)ccc1[N+](=O)[O-]
    4%	1.0%
- COC(=O)c1c(C)oc2cc(Br)c(O)cc12
    5%	-2.6%
- Cc1ccc(S(=O)(=O)n2cnc3ccccc32)cc1
    .	2.7%
- CC(C)(C)c1cc(NC(=O)COC(=O)C2CC2)n(-c2ccccc2)n1
    -4%	2.0%
- Cc1c(Cl)cccc1NC(=O)Cn1cnc([N+](=O)[O-])n1
    4%	-2.8%
- COCCN1C(=O)c2ccccc2C(C(=O)NCc2ccco2)C1c1c[nH]c2ccccc12 (stereo not given)
    4%	7.4%
- O=C(Nc1ccc(Cl)c(Cl)c1)Nc1nnc(CSCc2ccccc2)s1
    -2%	-3.6%
- COc1ccc(-n2nc3c(c2NC(=O)c2cc(Br)ccc2Cl)CS(=O)C3)cc1 (stereo not given)
    -4%	-0.7%
- Cc1nc(SCC(O)CCl)c([N+](=O)[O-])[nH]1 (stereo not given)
    .	-0.3%
- O=C(NCCCNc1ccc(C(F)(F)F)cc1[N+](=O)[O-])c1cc(F)c(F)cc1Cl
    4%	0.4%
- Cc1ccccc1-n1c(O)c(C=NCCCn2ccnc2)c(=O)[nH]c1=O
    0%	-0.3%
- Cc1ccc2c(c1)NC(=O)C(CC(=O)NCCCN1CCN(c3cc(Cl)ccc3C)CC1)O2 (stereo not given)
    -10%	-1.5%
- CC1(C)NC(=O)N(c2ccccc2Cl)C1(C)NO (stereo not given)
    -4%	5.1%
- C=CCN1C(=O)/C(=C\c2ccc(OCc3ccc(Br)cc3)c(OC)c2)SC1=S
    2%	-7.3%
- CN(CC(=O)N1CCN(c2cccc(Cl)c2)CC1)S(=O)(=O)c1cnc[nH]1
    .	3.0%
- COc1cc(C=O)ccc1OCCSc1ccc(C)cc1
    2%	-2.2%
- Cc1ccc(C(=O)Nc2c(C(=O)NCc3ccco3)cnn2-c2ccccc2)cc1
    3%&1%	-1.9%&-4.7%
- CC(C)(C)OC(=O)N1CCNc2ccccc2C1
    -7%	1.1%
- O=C(CNCC1CCCO1)Nc1ccccc1N1CCOCC1 (stereo not given)
    -3%	2.7%
- CC1CCN(C(=O)Cc2nn(C)c(=O)c3ccccc23)CC1
    0%	-7.1%
- Cc1onc(-c2ccccc2Cl)c1C(=O)NCc1nc(-c2ccccc2)no1
    0%	-5.6%
- CC1=CC(C)(C)NC(=S)N1c1ccc(C)cc1
    .	-2.3%
- COc1ccccc1NCCC#N
    .	-1.3%
- COc1ccc(C(=O)c2cnc(C(C)C)n2C)cc1
    -8%	4.5%
- C=CCn1c(=N)c(C(=O)OCC)cc2c(=O)n3cccc(C)c3nc21
    1%	-2.8%
- CC(NC(=O)c1ccccc1F)C(=O)O (stereo not given)
    .	-11%
- Cc1ccc(S(=O)(=O)N(CC(O)CN2C(=O)NC(C)(C)C2=O)c2ccccc2)cc1 (stereo not given)
    .	-0.5%
- CC(=O)C1C(c2ccc(N(C)C)cc2)c2c(noc2C)CC1(C)O (stereo not given)
    1%	-5.6%
- Cn1c(=O)c(-[n+]2ccccc2)c([O-])c2ccccc21
    .	11%
- Cc1ccc2cc(CN(Cc3ccco3)S(=O)(=O)c3c(C)ccc4nsnc34)c(=O)[nH]c2c1
    -9%	7.6%
- CCOc1ccccc1N1CCN(Cc2ccco2)CC1
    .	-3.7%
- CCOC(=O)c1oc2ccc(C=NCc3ccccc3)c(Cl)c2c1C
    5%	4.9%

Profiles as entered above. Screens in order: Rat MKP-3 inhibitors	Hsp70 inhibitors
O=C(CNCC1CCCO1)Nc1ccccc1N1CCOCC1 (stereo not given) as listed: -3%	2.7%
Cc1onc(-c2ccccc2Cl)c1C(=O)NCc1nc(-c2ccccc2)no1 as listed: 0%	-5.6%
CCOc1ccccc1N1CCN(Cc2ccco2)CC1 as listed: .	-3.7%
CCOC(=O)c1oc2ccc(C=NCc3ccccc3)c(Cl)c2c1C as listed: 5%	4.9%
CC(=O)C1C(c2ccc(N(C)C)cc2)c2c(noc2C)CC1(C)O (stereo not given) as listed: 1%	-5.6%

Next compounds.
Results follow in this order: Rat MKP-3 inhibitors	Hsp70 inhibitors
- COc1ccc(OC)c(C2/C(=C(\O)c3ccccc3)C(=O)C(=O)N2CCCC(=O)O)c1 (stereo not given)
    2%	0.0%
- Cc1cc(OCC(=O)NCc2ccccc2)cc(C)c1Cl
    0%	3.8%
- CSc1nc2nc3c(c(=O)n2[nH]1)CN(Cc1ccccc1)CC3
    -13%	1.8%
- COc1ccc(-c2cc(C(F)(F)F)n3nc(C(=O)Nc4cc(C)ccc4O)cc3n2)cc1OC
    3%	-0.1%
- Cc1cc(SCC#N)n2nc(C)c(-c3ccc(Cl)cc3)c2n1
    .	3.8%
- Brc1ccc(-c2nnc(SCc3ccccc3)o2)cc1
    0%	-1.5%
- COc1ccc(CC2S/C(=C(\C#N)C(=O)NCc3ccco3)N(c3ccc(C)cc3)C2=O)cc1 (stereo not given)
    -2%	-5.2%
- O=C(CSc1nnc(CCCO)n1-c1ccccc1)NCCc1ccccc1
    8%	-1.9%
- CCN(CC)CCNC(=O)CCCNC(=O)Cn1cnc2sc(C)c(C)c2c1=O
    15%	5.2%
- Cn1c(SCC(=O)NCc2cccs2)nnc1-c1ccc(S(=O)(=O)N2CCCC2)cc1
    -15%	-2.6%
- NC(=O)C1CCN(C(=O)c2cccc(C#CC3(O)CCCCC3)c2)CC1
    2%	-2.9%
- COc1ccc(/C=C/C(=O)Nc2ccc(OC)cc2OC)cc1
    1%	1.0%
- CC1=C(C(=O)OCc2ccccc2)C(c2ccsc2)NC(=O)N1C (stereo not given)
    2%	0.9%
- Cc1c(CCC#N)c(N2CCN(C3CCCCC3)CC2)n2c(nc3ccccc32)c1C#N
    -2%	-44%
- NC(=O)c1ccccc1N=Cc1ccccc1[N+](=O)[O-]
    5%	1.6%

Quoted at random: two records from the list, in no set order.
Results follow in this order: Rat MKP-3 inhibitors	Hsp70 inhibitors
- COc1ccc(OC)c(C2/C(=C(\O)c3ccccc3)C(=O)C(=O)N2CCCC(=O)O)c1 (stereo not given)
    2%	0.0%
- COc1ccc(/C=C/C(=O)Nc2ccc(OC)cc2OC)cc1
    1%	1.0%

More results follow:
Results follow in this order: Rat MKP-3 inhibitors	Hsp70 inhibitors
- COc1ccc(S(=O)(=O)N2CCN(c3c(C)cccc3C)CC2)cc1OC
    9%	-0.7%
- O=C(Cc1ccc(F)cc1F)Nc1ccc(I)cc1
    2%	-1.0%
- COc1ccc2c(C)cc(SCC(=O)N3CCOCC3)nc2c1
    -6%	-21%
- Cn1cccc1Cc1nnc(SCC(=O)NCc2ccco2)n1-c1ccc(F)cc1
    0%	-1.7%
- CSc1ccc(S(=O)(=O)N(CC(=O)Nc2ccc(C)cc2)c2ccc(C)cc2)cc1
    -1%	2.9%
- O=C(Nc1ccc(OC(=O)c2ccco2)cc1)c1ccco1
    -3%	1.6%
- COC(=O)COc1ccccc1C(N)=O
    .	-3.1%
- C=CCn1c(NCCO)nc2c1c(=O)n(C)c(=O)n2C
    -7%	0.6%
- COC(=O)CCN(C1CCCCC1)S(=O)(=O)c1ccc(S(=O)(=O)NC2CCCCC2)cc1
    .	1.3%
- O=C(/C=C/c1ccc(Cl)c(Cl)c1)n1cccn1
    .	7.2%
- Cc1ccc(NC(=O)CCN2C(=O)CSC2=O)c(C)c1
    .	1.9%
- CCOC(=O)c1ccc(CNC(=O)Cn2nnc(-c3ccc(C)cc3)n2)o1
    -4%	4.7%
- O=C(O)CCCCCN1C(=O)C(O)=C(C(=O)/C=C/c2ccccc2)C1c1ccc(F)cc1 (stereo not given)
    1%	3.6%
- C=CCNC(=O)c1ccc(C)c(Br)c1
    -7%	-5.3%
- Cc1n[nH]c(C)c1N1C(=O)c2cccc3c(N4CCCCCC4)ccc(c23)C1=O
    -9%	.
- CCc1c(C(=O)NCc2cnn(C)c2)csc1C
    -15%	0.6%
- COc1ccccc1CNC(=O)C1CCN(S(=O)(=O)N2CCCCC2)CC1
    -6%	-3.9%
- Cc1cc(C)cc(OCCCc2c(C)n[nH]c2C)c1
    -1%	-1.1%
- C=CCN(CC=C)C(=O)C(C)Oc1ccccc1 (stereo not given)
    1%	3.8%
- CC(=O)Oc1cccc(Oc2ccc([N+](=O)[O-])cc2)c1
    -1%	1.2%
- O=C(Cn1cnc2c(oc3ccccc32)c1=O)NCCc1ccccc1
    .	-1.3%
- COc1ccccc1-n1cc(C(=O)NCC(=O)N2CCN(c3ccccc3)CC2)c2ccccc2c1=O
    3%	1.7%
- CC1CC(C)(C)CC2(C1)NC(=S)N(c1ccccc1)N2 (stereo not given)
    4%	0.5%&-0.9%
- COc1ccc(N2C(=O)CC(NC3CCCCC3)C2=O)cc1 (stereo not given)
    -3%	-0.5%
- Cn1c(=O)oc2cc(S(=O)(=O)NCCN3CCc4ccccc4C3)ccc21
    -14%	2.1%
- O=C(NCC(c1cccnc1)N1CCN(c2ccc(F)cc2)CC1)c1ccc2c(c1)OCO2 (stereo not given)
    5%	.
- COC(=O)c1nc2n(n1)C(c1cc(OC)ccc1OC)C(C(=O)OC1CCCCC1)=C(C)N2 (stereo not given)
    -4%	-2.0%
- COc1cccc(-n2c(SCC(N)=O)nc3c([nH]c4ccccc43)c2=O)c1
    -1%	0.4%
- CC1(C)CC(=O)C2=C(C1)N(Cc1ccco1)C(=O)NC2(C(F)(F)F)C(F)(F)F
    0%	.
- CC(C)c1c(O)nc(SCCN2CCOCC2)[nH]c1=O
    .	1.1%
- O=c1c2c(ncn1CCO)nc1n2CCC1
    .	1.2%
- O=C(Nc1cccc(Br)c1)C1CC1
    -1%	-1.8%
- O=C(Nc1nccs1)c1ccc(S(=O)(=O)NCc2cccs2)cc1
    -16%	-0.2%
- CCCOc1ccc(N2C(=O)CC(SCCN)C2=O)cc1 (stereo not given)
    -10%	3.5%
- Cc1cccc(Nc2nc3c(c(=O)n(C)c(=O)n3C)n2CC(O)CO)c1 (stereo not given)
    -2%	0.1%
- CCOC(=O)C1=NNC2C(=O)N(c3ccc(Cl)cc3Cl)C(=O)C12 (stereo not given)
    2%	-3.5%
- COC(=O)c1ccc(-c2ncc(-c3cccc4ccccc34)o2)cc1
    .	1.7%
- Cc1ccc2oc(-c3cc(NC(=O)c4ccc5c(c4)OCCO5)ccc3O)nc2c1
    3%	-7.4%
- CCCCn1nnnc1SCC(=O)Nc1ccc(F)cc1
    -3%	1.1%
- CCCCOC(=O)C1=C(C)NC2(O)c3ccccc3C(=O)C12O (stereo not given)
    13%	4.8%
- COc1cccc(OC)c1C(=O)n1nc(C)cc1C
    0%	-0.4%

This is a subset. The share of hits here may be higher or lower than overall.
